# Screens deposited in PubChem by several laboratories.
# TRPML3 ag: agonists of human TRPML3 channel | activation, % at 3 µM | 0.29% of 220,000 active | HEK293 TRPML3-YFP, Fluo-8 calcium fluorescence; 100% = the carbachol control signal;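 active means activation above its plate's cutoff, the mean activation of the plate's test wells plus 3 SD, cut at about 12% in these data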;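 further: 0% = DMSO only wells and 100% = carbachol wells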
#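 system = HEK293 cells stably carrying human TRPML3-YFP | doses = one concentration, 3 µM nominal, 0.3% DMSO | timing = dye loading 1 h 37 °C then 30 min ambient, 125 s read | detection = Fluo-8 calcium dye fluorescence, ex 470-495, em 515-575 nm | benchmarks = high control carbachol 87 µM, low control DMSO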
# EBV gp42 inh: inhibitors of Epstein-Barr virus glycoprotein 42; inhibition, % (tested at 21.74 µM); Q1HVG2; Fluorescence polarization binding assay, mP read-out; 0.42% of 220,000 active; in the data active means inhibition above about 50%
# Furin inh: inhibitors of human furin | purified furin, fluorogenic substrate cleavage | inhibition, % at 30 µM | 0.061% of 220,000 active; in the data active means inhibition above about 25%; further: inactives centre near -15
# PPC-1+TRAIL kill: PPC-1 cancer cell killing with TRAIL present | PPC-1 cells + TRAIL, ATPLite viability luminescence | cell killing (% activity), % at 4 µM | 0.41% of 220,000 active;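 active means cell killing above 50% in the first pass at 4 µM, then a duplicate retest at 5 µM averaging 50% or more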;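 further: plate controls were cells with TRAIL plus DMSO for no effect and medium-only wells lacking cells for full effect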
# thrombin 1536: blocks human thrombin protease activity. 0.26% of 220,000 active. alpha-thrombin, Boc-VPR-AMC fluorogenic substrate cleavage. P00734. inhibition, % at 5 µM;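 active means inhibition at or above 40%; inactive means inhibition below 40%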;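 further: 0% = enzyme with no compound and 100% = wells without enzyme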
#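 System – human alpha-thrombin · Medium – pH 7.5 Tris (50 mM) with NaCl 150 mM, Tween 20 0.05% · Compound – single-point dosing at 5 µM, 0.2% DMSO · Incubation – enzyme reaction carried out at room temperature · Technique – fluorescence of released AMC, ex 355 nm, em 460 nm · Read-out basis – % inhibition of thrombin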
# Calpain2 inh: blocks pig calpain II enzyme activity; purified calpain II, fluorogenic peptide substrate, 30 min; inhibition, % at 16 µM; 0.37% of 220,000 active;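 active means inhibition above about 50%, limit read from the data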
# TbHK1 inh: T. brucei hexokinase 1 inhibition; recombinant TbHK1, G6PDH-coupled NADH A340; 0.11% of 220,000 active; AID 1430; inhibition, % at 10 µM;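 active means inhibition of 50% or more in the single-dose primary screen; inactive means inhibition below 50%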
# KCC2 mod: modulates chloride dependent transport by human KCC2; B-score of Tl+ flux slope (higher = more flux/activation; lower = inhibition) at 10 µM; 2.2% of 190,000 active; Q9H2X9; KCC2 cells, thallium flux FluoZin-2 fluorescence;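 active means thallium flux slope and its plate-corrected score both differing from the plate sample mean at a set confidence after two filtering rounds, in either direction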;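 further: slope of fluorescence scaled to starting intensity during 10 to 20 s after thallium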
# Target sequence (Q9H2X9 whole entry, looked up): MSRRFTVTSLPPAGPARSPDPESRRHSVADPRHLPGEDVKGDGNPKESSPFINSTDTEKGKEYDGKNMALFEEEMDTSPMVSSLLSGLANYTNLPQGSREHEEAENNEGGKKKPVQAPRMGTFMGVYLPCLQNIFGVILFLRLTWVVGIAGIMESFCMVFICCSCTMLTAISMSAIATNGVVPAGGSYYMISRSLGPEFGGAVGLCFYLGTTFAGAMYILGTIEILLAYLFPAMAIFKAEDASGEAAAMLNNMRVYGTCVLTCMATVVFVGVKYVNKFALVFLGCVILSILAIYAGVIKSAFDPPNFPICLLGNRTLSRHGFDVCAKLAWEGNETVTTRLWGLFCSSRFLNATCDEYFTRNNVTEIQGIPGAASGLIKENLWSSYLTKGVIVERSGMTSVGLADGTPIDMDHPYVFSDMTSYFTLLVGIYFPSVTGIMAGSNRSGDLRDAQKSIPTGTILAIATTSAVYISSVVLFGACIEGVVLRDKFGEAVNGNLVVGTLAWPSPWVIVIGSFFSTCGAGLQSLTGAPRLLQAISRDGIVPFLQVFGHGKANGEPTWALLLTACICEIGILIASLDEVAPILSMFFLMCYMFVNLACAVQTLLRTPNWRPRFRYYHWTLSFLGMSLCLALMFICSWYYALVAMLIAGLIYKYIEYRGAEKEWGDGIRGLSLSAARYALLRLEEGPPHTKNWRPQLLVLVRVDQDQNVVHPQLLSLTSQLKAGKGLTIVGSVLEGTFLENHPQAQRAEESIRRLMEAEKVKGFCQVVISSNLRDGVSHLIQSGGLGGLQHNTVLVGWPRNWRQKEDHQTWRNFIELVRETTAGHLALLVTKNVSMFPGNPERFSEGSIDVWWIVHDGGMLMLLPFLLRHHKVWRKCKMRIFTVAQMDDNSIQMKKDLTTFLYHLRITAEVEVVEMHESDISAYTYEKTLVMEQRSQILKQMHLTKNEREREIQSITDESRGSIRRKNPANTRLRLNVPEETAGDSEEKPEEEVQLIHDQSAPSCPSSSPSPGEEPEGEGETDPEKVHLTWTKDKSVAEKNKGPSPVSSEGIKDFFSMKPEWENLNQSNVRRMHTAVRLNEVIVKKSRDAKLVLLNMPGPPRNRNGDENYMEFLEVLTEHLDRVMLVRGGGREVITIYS
# TRPN1 ag: agonists of zebrafish TRPN1 channel; HEK293 zebrafish TRPN1-YFP, Fluo-8 calcium fluorescence; 100% = response to 87 µM carbachol; activation, % at 3 µM; 0.18% of 220,000 active; AID 1424;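 active means activation above its plate's cutoff, the mean activation of test wells on that plate plus 3 SD, cut at about 19% in these data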;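 further: 0% = DMSO alone and 100% = 87 µM carbachol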
#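 Material: zebrafish TRPN1-YFP in HEK293 cells. Doses: one dose of 3 µM, 0.3% DMSO. Incubation: dye 1 h 37 °C plus 30 min RT. Measured by: intracellular calcium fluorescence with Fluo-8.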
# Active calls of the source: *; nt = no result given; [ ] = remark or other dose.
SMILES,TRPML3 ag,EBV gp42 inh,Furin inh,PPC-1+TRAIL kill,thrombin 1536,Calpain2 inh,TbHK1 inh,KCC2 mod,TRPN1 ag
CCCCNC(=O)C1CCCN(S(=O)(=O)c2ccc(-n3cnnn3)cc2)C1 (stereo not drawn),0.8,-11,-22,11,-1,14,3,0.3,0.1
Cc1cccc(N2CCN(c3ccc(C(N)=O)cc3[N+](=O)[O-])CC2)c1C,1.2,-4,-18,18,-7,-26,-13,0.74,0.3
O=c1cc(CSc2ccc(Cl)cc2)[nH]c2[nH]n(-c3ccccc3)c(=O)c12,0.7,-8,-9,9,-12,6,-13,-0.73,-1.1
O=C(N/N=C1\CCCCc2ccccc21)c1ccccn1,-0.1,-16,-10,-43,-9,15,-2,-0.68,-1.1
CCN(CC)c1ccc(NC(=O)CN2C(=O)CSc3ncccc32)c(C)c1,0.0,-15,-16,17,-2,-5,-2,0.081,0.7
CN(C(=O)c1ccncc1)c1nnc(-c2ccncc2)s1,1.0,9,-16,18,-6,-348,-20,0.89,0.8
COc1cccc(/C=C2\N=C3CCCCCN3C2=O)c1,-0.1,-20,5[20 µM],9,6,-40,-27,-1,-0.6
CCn1c(-c2cc(Cl)ccc2OC)n[nH]c1=S,-0.3,10,-12[20 µM],18,-7,-22,-3,0.71,-1.0
COc1ccc(CCNC(=O)C2CC(c3ccccc3[N+](=O)[O-])=NO2)cc1 (stereo not drawn),0.0,14,-14,-11,-8,17,-7,nt,-0.8
CCOC(=O)C1(CCCc2ccccc2)CCN(CCCn2cccn2)CC1,0.6,5,-30,-8,-2,-7,-7,nt,1.4
N#CC1=C(N)N(c2ccc(Cl)c(Cl)c2)C(=O)C1,1.4,-10,-32,19,-23,-10,-3,0.026,0.3
CCC(=O)Nc1ccc(C(=O)CSc2nc3ccccc3[nH]2)cc1,0.7,-5,-32,14,-3,-44,-1,0.64,2.9
CC(NS(=O)(=O)c1ccccc1)C(=O)Nc1ccc(S(N)(=O)=O)cc1 (stereo not drawn),0.5,-8,-23[20 µM],30,15,12,-2,0.64,0.5
COc1ccccc1N1CCN(C(=O)CCn2c(=O)[nH]c3ccccc3c2=O)CC1,1.0,-5,-16[20 µM],17,-6,-41,2,-0.91,-0.5
Cc1ccc(CCNC(=O)CN(C)S(=O)(=O)c2ccc3c(c2)n(C)c(=O)c(=O)n3C)cc1,0.5,-4,-17,2,-3,-33,-35,-0.66,-0.9
CN(C)c1ccc(C(=O)OCC(=O)c2cccs2)cc1,-0.5,9,-12,19,-2,12,-2,-1,-0.7
COc1ccc(OC)c(NC(=O)NC2(C(F)(F)F)Oc3ccccc3O2)c1,-0.7,-20,-8,21,-2,11,30,1.5,0.0
N=c1n(Cc2ccc(Cl)cc2)c2ccccc2n1CC(O)COc1ccccc1 (stereo not drawn),1.2,-9,-14,9,-5,35,21,-0.1,2.2
CN(Cc1ccccc1)c1ccc([N+](=O)[O-])cc1C(=O)O,0.5,1,-4,8,-11,6,-7,0.011,0.4
CN(C)CCNC(=O)c1scc2c1CCCC2,0.2,-10,-24,3,3,19,-4,0.54,0.5
Cc1nc2c(-c3ccccc3)c(C)nn2c(SCC(N)=O)c1Cc1ccccc1,1.3,-17,-17,2,1,-9,-6,0.57,1.6
COC(=O)c1cc(Cl)nc2ccccc12,0.8,-1,-25,0,0,15,-5,0.31,-0.2
Cc1ccc2c(c1)-c1c(cnn1CC(=O)N1CCCN(Cc3ccccc3F)C1)CO2,-0.5,-15,3,11,2,-11,-6,-1.1,1.9
CCOP(=O)(c1ccc(N(C)C)cc1)C(O)c1c(Cl)cccc1Cl (stereo not drawn),-0.3,-6,-5[20 µM],5,-8,-32,5,-0.43,0.1
Cc1ccc(NC(=O)CSC(C)C(=O)NCCc2ccccn2)cc1 (stereo not drawn),0.7,-14,-11,11,-2,-5,-4,-0.73,-0.3
O=C(CN1CCCCC1)N1c2ccccc2Oc2ccccc21,0.5,-12,-12[20 µM],28,-6,-20,-5,0.56,-1.0
O=C(O)c1ccc2[nH]c3c(c2c1)CSCC3,0.6,-9,0[20 µM],12,-6,-39,7,0.7,-0.1
Cc1nn(C)c(C)c1S(=O)(=O)N1CCCC(C(=O)NCC2COc3ccccc3O2)C1 (stereo not drawn),0.6,-17,-6,-4,-5,4,-2,-0.37,1.6
CCOCCCNS(=O)(=O)c1ccc(NC(=O)c2ccc([N+](=O)[O-])cc2Cl)cc1,1.2,-10,-6,18,-8,-5,32,0.4,0.7
CN1CCN(C(=O)C2=C[C@@H](C(C)(C)C)C[C@@H](OCc3ccc(CO)cc3)O2)CC1,1.2,-2,-15,15,-5,7,-8,0.72,-1.3

# Overlap with the part before: four entries, followed by the next part.
SMILES,TRPML3 ag,EBV gp42 inh,Furin inh,PPC-1+TRAIL kill,thrombin 1536,Calpain2 inh,TbHK1 inh,KCC2 mod,TRPN1 ag
O=C(O)c1ccc2[nH]c3c(c2c1)CSCC3,0.6,-9,0[20 µM],12,-6,-39,7,0.7,-0.1
Cc1nn(C)c(C)c1S(=O)(=O)N1CCCC(C(=O)NCC2COc3ccccc3O2)C1 (stereo not drawn),0.6,-17,-6,-4,-5,4,-2,-0.37,1.6
CCOCCCNS(=O)(=O)c1ccc(NC(=O)c2ccc([N+](=O)[O-])cc2Cl)cc1,1.2,-10,-6,18,-8,-5,32,0.4,0.7
CN1CCN(C(=O)C2=C[C@@H](C(C)(C)C)C[C@@H](OCc3ccc(CO)cc3)O2)CC1,1.2,-2,-15,15,-5,7,-8,0.72,-1.3
CCN(CC)S(=O)(=O)c1cccc(C(=O)NCc2ccccc2)c1,0.6,3,-27,14,-8,-28,0,-0.1,0.4
CCCC(=O)Nc1nc2ccc(S(=O)(=O)N3CCCCC3)cc2s1,0.1,-8,-31,6,-9,-9,0,-0.29,-0.1
O=C(O)c1ccc(OCc2cn3ccccc3n2)cc1,0.7,-26,-17,12,-7,7,-9,-1.1,0.0
O=C(NCc1ccccc1)N(Cc1cc2cc3c(cc2[nH]c1=O)OCCO3)CC1CCCO1 (stereo not drawn),-1.4,4,-34,9,-1,-366,-25,1,-0.2
CCOC(=O)N1CCN(C(=O)C(NC(=O)c2ccc(CC)cc2)C(C)C)CC1 (stereo not drawn),-0.6,-26,-29[20 µM],12,2,-3,1,-0.012,-0.6
CC(=O)c1cc2c(O)c(O)ccc2o1,0.4,-18,-8,-8,3,-16,-11,-0.35,0.8
Cc1ccc(-c2nnc(N(C)C(=O)c3ccncc3)s2)cn1,0.9,-7,-26,-3,-10,-38,-4,nt,0.6
COc1c2ccoc2c(OCC=C(C)C)c2oc(=O)ccc12,-0.8,6,-3,4,-9,7,-6,-2,-2.9
COc1ccc(Cl)cc1C(=O)Nc1cccc(-c2ccc3nncn3n2)c1,0.3,-10,-21,-7,-3,30,-8,-1.3,1.0
Cc1cc(NC(=O)CSc2nnc(C3CC3)n2N)c([N+](=O)[O-])cc1C,-0.1,-13,-9,33,-8,-8,-9,0.53,-1.2
O=C(NCC1CCCO1)C1CCN(S(=O)(=O)c2cccc3cccnc23)CC1 (stereo not drawn),0.9,-12,-24,-10,35,3,-6,0.19,1.8
Cc1cccc(NC(=O)c2cc(S(=O)(=O)NCc3ccco3)ccc2F)c1C,-1.6,-11,-25,9,-5,2,-11,-2.5,-1.4
COc1cc(OC)c(OC)cc1/C=C/c1cc(C(=O)O)c2ccccc2n1,0.3,-3,-2,5,4,-9,-13,-1.2,-0.3
COc1ccc(Cl)cc1N(CC(=O)N1CCN(Cc2ccccc2)CC1)S(C)(=O)=O,-0.2,-6,-18,7,3,-8,-10,nt,-0.5
CC1CCN(CCOCCOc2ccc(Br)cc2Cl)CC1,0.5,-1,-14,31,0,-8,13,-0.59,0.2

# Exported tab-delimited: part of the list above
SMILES	TRPML3 ag	EBV gp42 inh	Furin inh	PPC-1+TRAIL kill	thrombin 1536	Calpain2 inh	TbHK1 inh	KCC2 mod	TRPN1 ag
Cc1ccc(NC(=O)CSC(C)C(=O)NCCc2ccccn2)cc1 (stereo not drawn)	0.7	-14	-11	11	-2	-5	-4	-0.73	-0.3
COc1c2ccoc2c(OCC=C(C)C)c2oc(=O)ccc12	-0.8	6	-3	4	-9	7	-6	-2	-2.9

# Compound profiles, as listed above. Order of screens: TRPML3 ag | EBV gp42 inh | Furin inh | PPC-1+TRAIL kill | thrombin 1536 | Calpain2 inh | TbHK1 inh | KCC2 mod | TRPN1 ag
# `COc1ccc(Cl)cc1N(CC(=O)N1CCN(Cc2ccccc2)CC1)S(C)(=O)=O` as listed: -0.2 | -6 | -18 | 7 | 3 | -8 | -10 | nt | -0.5
# `COc1c2ccoc2c(OCC=C(C)C)c2oc(=O)ccc12` as listed: -0.8 | 6 | -3 | 4 | -9 | 7 | -6 | -2 | -2.9
# `Cc1cccc(NC(=O)c2cc(S(=O)(=O)NCc3ccco3)ccc2F)c1C` as listed: -1.6 | -11 | -25 | 9 | -5 | 2 | -11 | -2.5 | -1.4
# `COc1ccc(Cl)cc1C(=O)Nc1cccc(-c2ccc3nncn3n2)c1` as listed: 0.3 | -10 | -21 | -7 | -3 | 30 | -8 | -1.3 | 1.0
# `COc1cc(OC)c(OC)cc1/C=C/c1cc(C(=O)O)c2ccccc2n1` as listed: 0.3 | -3 | -2 | 5 | 4 | -9 | -13 | -1.2 | -0.3

# New compounds follow
SMILES,TRPML3 ag,EBV gp42 inh,Furin inh,PPC-1+TRAIL kill,thrombin 1536,Calpain2 inh,TbHK1 inh,KCC2 mod,TRPN1 ag
CN1C/C(=C\c2ccc(N3CCOCC3)cc2)C(=O)/C(=C/c2ccc(N3CCOCC3)cc2)C1,6.9,-53,-18,18,-6,-27,-11,-9.2*,10
CC1CC(CC(=O)NNc2nc(-c3ccccc3)cs2)C(=O)O1 (stereo not drawn),0.9,3,-22,22,-1,-14,0,-0.11,-0.6
CC1CCCCC1N=CC1=C(O)CC(C)(C)CC1=O (stereo not drawn),0.6,-24,-16,-7,-4,26,-6,nt,0.4
COc1ccc(CC(NC(C)=O)C(=O)NC2CCN(C(=O)Nc3ccc(C#N)cc3)CC2)cc1OC (stereo not drawn),0.1,-14,-11[20 µM],6,-6,19,-4,0.42,-0.7
C=CCn1cnc2c(nnn2-c2cc(C)cc(C)c2)c1=O,0.1,-11,-22,-1,1,-3,2,0.079,-1.0
Nc1nnc(SCc2ccc([N+](=O)[O-])cc2)s1,0.7,-19,-27,-2,-14,-20,-4,-0.05,0.7
CCOC(=O)Nc1cc(C(=O)OC)ccc1C,0.4,-21,-8[20 µM],-8,1,-20,-7,0.66,-0.9
COC(=O)c1ccc2c(c1)NC(=O)C(N1CCOCC1)S2 (stereo not drawn),0.2,-5,-26,-6,-11,3,-7,0.13,2.2
COC(CNC(=O)c1cc(-c2ccncc2)nc2ccc(S(=O)(=O)N3CCOCC3)cc12)OC,0.4,-14,-22,0,-14,-40,-4,-0.74,0.6
FC(F)(F)c1cc(-c2cccs2)n[nH]1,-1.2,12,4[20 µM],4,-4,-10,5,0.0018,-0.3
O=S1(=O)C=CC(N2CCOCC2)C1 (stereo not drawn),0.5,2,-8,1,1,-23,19,nt,1.3
O=c1c2ccccc2nc(-c2ccccc2)n1/N=C/c1ccc([N+](=O)[O-])cc1,0.2,15,-8,15,29,-5,-19,0,-0.1
Cc1nnc(NC(=O)CSc2ccc([N+](=O)[O-])cn2)s1,1.3,-5,-15,10,-6,-12,-23,0.065,1.2
